# FBW7 act: human FBW7 E3 ligase activation, primary screen; Q969H0; AlphaScreen FBW7–phospho-cyclin E peptide binding, activator screen; normalized activity (activation), % at 26.1 µM; 0.13% of 650,000 active; AID 1259310; in the data active = normalized activity above about 1.9%;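 also: purified mutant Fbw7 with reduced substrate affinity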
# TEAD-YAP inh: TEAD-YAP interaction inhibition. inhibition, % at 9.12 µM. 1.4% of 640,000 active. HEK-TIYL cells, TEAD-Gal4/YAP UAS-luciferase luminescence. AID 1259422; in the data active = inhibition above about 32%;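 also: 0% = median of test compound wells and 100% = reference inhibitor wells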
# GPR151 ag: activators of human GPR151; PathHunter beta-arrestin GPR151 cells, luminescence; 1% of 650,000 active; activation, % at 11.2 µM; in the data active = activation above about 4.9%;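 also: 0% = median of compound wells and 100% = cells with positive control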
# Target sequence (Q8TDV0 whole entry, looked up): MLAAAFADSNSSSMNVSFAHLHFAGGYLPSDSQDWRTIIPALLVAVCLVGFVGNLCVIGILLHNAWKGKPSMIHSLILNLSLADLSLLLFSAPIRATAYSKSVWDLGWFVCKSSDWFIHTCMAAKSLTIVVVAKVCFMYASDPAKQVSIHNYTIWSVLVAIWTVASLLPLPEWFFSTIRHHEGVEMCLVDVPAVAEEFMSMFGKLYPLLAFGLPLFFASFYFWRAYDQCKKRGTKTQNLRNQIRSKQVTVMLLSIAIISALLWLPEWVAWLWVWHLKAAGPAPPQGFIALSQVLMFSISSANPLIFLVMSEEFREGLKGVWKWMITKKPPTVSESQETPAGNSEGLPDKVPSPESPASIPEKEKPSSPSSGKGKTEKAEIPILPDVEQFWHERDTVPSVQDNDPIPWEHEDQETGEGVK
# MITF primary: inhibitors of human MITF. O75030. AlphaScreen MITF homodimerization, bead proximity signal. inhibition, % at 2.6 µM. 0.91% of 650,000 active. AID 1259374; in the data active = inhibition above about 50%;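 also: 0% = vehicle wells with protein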
# Target sequence (O75030 whole entry, looked up): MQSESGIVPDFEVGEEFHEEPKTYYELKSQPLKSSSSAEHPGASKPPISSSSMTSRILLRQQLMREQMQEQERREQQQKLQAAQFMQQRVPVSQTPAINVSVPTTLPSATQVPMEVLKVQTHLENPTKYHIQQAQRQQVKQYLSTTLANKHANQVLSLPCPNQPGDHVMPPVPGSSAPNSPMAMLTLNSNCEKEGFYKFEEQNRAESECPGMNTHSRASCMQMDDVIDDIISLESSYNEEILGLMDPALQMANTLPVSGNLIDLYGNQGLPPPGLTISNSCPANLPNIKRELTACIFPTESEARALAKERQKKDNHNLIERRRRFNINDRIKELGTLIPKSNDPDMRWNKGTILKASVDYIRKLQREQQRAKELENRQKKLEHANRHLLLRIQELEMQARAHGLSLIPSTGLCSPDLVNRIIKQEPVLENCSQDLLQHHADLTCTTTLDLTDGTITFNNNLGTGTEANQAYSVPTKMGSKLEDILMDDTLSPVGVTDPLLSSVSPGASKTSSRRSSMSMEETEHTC
# Active calls of the source: *; & = joins results of further samples.
# Screens in order: FBW7 act	GPR151 ag	TEAD-YAP inh	MITF primary
Cc1nnc(NC(=O)CSc2nnc3scc(-c4ccc(C)c(C)c4)n23)s1
  0.2	0.5	3	21
CCn1c(=NC(C)=O)sc2ccccc21
  0.0	0.6	5	-18
Cc1ccc(CN2CC(C(=O)O)CC2=O)cc1 (centres undefined)
  0.3	-0.3	-13	5
Cc1ccccc1NC(=O)C(=O)NCCN1CCOCC1
  0.0	0.4	-20	-8
COc1ccc(CCNc2nc(N3CCN(c4ccccn4)CC3)nc3c2ncn3C(C)C)cc1
  0.1	0.0	6	19
Cc1ccccc1N1C(=O)N(c2cccc(Br)c2)C2CS(=O)(=O)CC21 (centres undefined)
  -0.2	-0.5	4	-1
O=C(c1c(F)cccc1F)N1CCC2(CC1)OCCN2S(=O)(=O)c1ccc(Cl)cc1
  -0.1	1.6	-12	-3
COc1ccc(-c2nnc(NC(=O)c3cccc(C)c3)s2)cc1OC
  0.0	1.6	5	8
CC(C)c1ccc(-c2cc(C(=O)O)[nH]n2)cc1
  1.0	-2.3	12	11
O=C(CSc1nnc(SCc2ccccc2)s1)N/N=C/c1ccc(O)cc1O
  -0.6	0.3	-10	-12
COC(=O)CNC(=O)C(CC(C)C)NC(=O)OC(C)(C)C (centres undefined)
  0.4	1.0	0	7
Cc1ccc(-n2cnc3cc(Nc4nnc(C)c5ccccc45)ccc32)cc1
  -0.1	-0.2	-29	6
O=C(CN1C(=O)CCC1=O)N1CCN(Cc2ccsc2)CC1
  0.2	-1.2	-1	11
O=C(NC1CCCCC1)C1CCC(Cn2c(=O)[nH]c3ccsc3c2=O)CC1 (centres undefined)
  -0.1	0.4	-1	11
CCOC(=O)COc1cc(OCC(=O)OCC)c2c3c(c(=O)oc2c1)CCCC3
  0.1	-1.1	14	13
Cc1cc(OCc2nnc(N)s2)cc(C)c1Cl
  -0.2	0.0	-12	9
CCOc1ccc(C2Nn3c(C)nnc3SC2C(=O)Nc2cccc(Cl)c2C)cc1 (centres undefined)
  0.1	1.1	17	15
CC1(C)CC(=NNC(=O)c2ccc(Cl)cc2)CC(C)(C)N1
  -0.1	2.1	-9	9
O=C(Nc1nc(-c2ccccc2)cs1)c1sc2cc(F)ccc2c1Cl
  0.1	2.7	-4	9
CC1=C(C)C(c2ccccc2)NC(=S)N1 (centres undefined)
  0.0	-0.3	8	5
CCc1cccc(C)c1NC(=O)CN(c1cccc(OC)c1)S(C)(=O)=O
  0.0	-0.2	7	7
CCN(CC)CCCNC(=O)C1CCCN(c2nn3c(=O)cc(C)nc3s2)C1 (centres undefined)
  0.1	-1.6	2	6
CC(C)Oc1ccc(C(=O)Nc2cccc(-c3ccn[nH]3)c2)cc1
  -0.1	0.4	-24	-6
CCOc1ccccc1NC(=O)CSc1nnc(-c2c[nH]c3ccccc23)n1C
  0.2	0.1	-8	-2
CC(C)CS(=O)(=O)C1=NSC2=NC(=O)/C(=C\c3ccc([N+](=O)[O-])o3)C(=N)N21
  -0.3	-0.3	0	66*
CCOC(=O)C1=C(c2ccccc2)NC(SCC(=O)OC)=C(C#N)C1c1cccnc1 (centres undefined)
  0.0	0.0	-4	5
COc1cccc(OC)c1CN1CCC(C2(C)NC(=O)NC2=O)CC1 (centres undefined)
  0.1	0.2	0	8
CCCCNC(=O)CCC(=O)N1CC(C)Sc2ccccc21 (centres undefined)
  -0.1	1.4	-8	-4
COc1ccc(C2CC(c3cccc(Br)c3)Nc3nnnn32)c(OC)c1OC (centres undefined)
  0.1	2.3	-4	12
C=CCSc1nc(-c2cccs2)ccc1C#N
  0.1	-0.1	6	-3

# Overlap with the part before: two compounds, followed by the next part.
# Screens in order: FBW7 act	GPR151 ag	TEAD-YAP inh	MITF primary
COc1ccc(C2CC(c3cccc(Br)c3)Nc3nnnn32)c(OC)c1OC (centres undefined)
  0.1	2.3	-4	12
C=CCSc1nc(-c2cccs2)ccc1C#N
  0.1	-0.1	6	-3
Cc1cc(C(=O)NCc2cccc(Cl)c2)cs1
  0.0	0.2	-17	-4
COc1ccc(Cl)cc1C(=O)Nc1cccc2ncccc12
  1.0	-0.9	1	5
CC(C)c1ccc(OCC(=O)Nc2ncc(S(=O)(=O)c3ccc([N+](=O)[O-])cc3)s2)cc1
  0.2	1.5	2	14
O=[N+]([O-])c1cc(S(=O)(=O)N2CCOCC2)ccc1NCc1ccccc1
  -0.1	0.6	1	15
CCc1cccc(CC)c1NC(=O)Cn1nnc(-c2cc(Cl)ccc2-n2cnnn2)n1
  0.0	1.3	14	2
CCOC(=O)c1c(NC(=O)C(F)(OC)C(F)(F)F)sc(CC)c1-c1ccccc1 (centres undefined)
  0.2	-0.2	2	5
COc1cc2nc(Nc3ccncn3)nc(NCc3ccccc3)c2cc1OC
  0.0	-0.4	-31	-4
CCSc1nc2ccccc2n1CC(=O)Nc1ccc(F)cc1
  -0.1	-0.1	22	7
CCC(NC(=O)c1ccccc1NC(=O)c1ccccc1)C(=O)Nc1ccccc1 (centres undefined)
  0.1	0.0	4	-5
COc1ccc(C2Nc3ccccc3C(=O)N2NC(C)=O)c(OC)c1 (centres undefined)
  0.2	-0.5	4	-48
O=C(OCC(=O)N1CCCCC1)c1cc(F)c(F)cc1Cl
  0.8	-0.9	6	-15
Cc1ccc(Nc2nnc(-c3ccc(C)c(S(=O)(=O)N4CCN(C)CC4)c3)c3ccccc23)cc1
  0.0	0.8	18	15
O=C(O)c1ccc(Nc2nc(N3CCCCC3)ccc2[N+](=O)[O-])cc1
  0.0	0.6	-14	-4
CC(C)N(CC(N)=O)C(=O)COc1ccccc1C#N
  0.1	-1.0	-3	-19
CCOc1ccc(C2C(C(=O)OC)=CN(c3ccc(F)cc3)C=C2C(=O)OC)cc1
  0.1	-0.7	-3	14
COc1ccc(Br)cc1C(=O)Nc1cccc(S(N)(=O)=O)c1
  0.7	-0.6	-16	2
COc1ccc(/C=C(\C#N)C(=O)Nc2cc([N+](=O)[O-])ccc2F)cc1Br
  0.1	-0.8	7	10
O=C1c2ccccc2C(Nc2cccnc2)N1Cc1ccccc1Cl (centres undefined)
  -0.2	0.0	-10	-4
COc1ccc(NC(=O)Cc2c(C(=O)O)[nH]c3ccc(Cl)cc23)c(OC)c1
  -0.2	0.5	-2	-1
Fc1ccccc1-c1cc(N2CCOCC2)nc(-c2ccccc2)n1
  0.0	-0.2	3	0
CCOc1cccc2c1OC1(C)C(C(=O)Nc3ccc(Cl)cc3)C2NC(=S)N1c1ccc(Cl)cc1 (centres undefined)
  -0.1	-0.6	-6	1
C=C(C)CC1C=CCC(CC(=C)C)N1CCO (centres undefined)
  -0.1	2.3	1	-6
C=Cc1ccc(-c2csc(Nc3ccccc3)n2)cc1
  -0.1	-0.2	-72	0
CCn1cc(C(=O)Nc2nc(-c3c[nH]c4ccccc34)cs2)c(=O)c2ccc(C)nc21
  0.1	-1.7	-7	8
CC(C)N(C(=O)COC(=O)C12CC3CC(CC(Cl)(C3)C1)C2)C(C)C
  0.5	-1.1	14	6
Cc1cc(C(=O)CC#N)c(C)n1-c1c(C)n(C)n(-c2ccccc2)c1=O
  -0.2	0.3	5	6
COc1ccc(/C=N/Nc2ccc(F)cc2)c(OC)c1OC
  0.2	-0.8	2	9
COc1cc(COc2ccc3c(C)c(CCC(=O)O)c(=O)oc3c2)cc(OC)c1OC
  -0.1	0.1	11	1
Cc1cccc(N2C(=O)CC(Sc3ccccc3N)C2=O)c1 (centres undefined)
  0.3	0.6	-8	14
O=C1NC(=S)S/C1=C/c1cc2c(cc1Br)OCO2
  0.0	0.1	3	-5
FC(F)(F)c1cccc(N2N=C(c3ccc(Cl)cc3)CC2c2ccccc2Cl)c1 (centres undefined)
  0.0	-1.9	2	22
COc1ccc(/C=C/C(=O)Nc2ccc(S(=O)(=O)Nc3cc(C)on3)cc2)cc1
  0.0	-0.4	-5	10
NC(=O)NC(=O)CSc1nnc(C2CC2)n1N
  0.0	-0.8	4	-7
CCOC(=O)c1ccc(NC(=S)Nc2ccc3[nH]c(=O)[nH]c3c2)cc1
  -0.1	-1.7	-10	-7
Cc1ccc2nc(-c3cccnc3)c(Nc3ccccc3)n2c1
  -0.1	0.5	-3	-14
COc1ccc(C(=O)n2nc(C)c(Sc3ccc(Cl)cc3)c2-c2ccccc2)cc1
  -0.1	0.4	-5	10
Cn1cnnc1SCc1ccc(Cl)cc1
  0.9	-0.4	1	14
CCN(CC)C(=O)CN(c1ccc(C)cc1)S(=O)(=O)c1ccc(OC)cc1
  0.2	-1.2	-31	1
C#CCn1c(=NC(=O)c2cc3ccccc3oc2=O)sc2cc(S(N)(=O)=O)ccc21
  -0.2	0.5	-3	-4
c1cc(-c2nn[nH]n2)ccc1CN1CCCCC1
  0.5	-0.8	7	16
O=C(CN1C(=O)c2ccccc2C1=O)Nc1nc(-c2ccc(Cl)s2)cs1
  -0.1	1.7	-3	-4
CC(=O)c1cccc(NC(=O)C2CCN(S(=O)(=O)c3c(C)[nH]c(=O)[nH]c3=O)CC2)c1
  -0.1	1.1	0	1
COc1ccc(CCC(N)=O)cc1OC
  0.0	1.9	7	-5
CCOc1ccc(Nc2nc(N)c([N+](=O)[O-])c(OC)n2)cc1
  -0.1	-10	-58	-22
O=C(CSc1nnc2c(n1)-c1cccc3cccc-2c13)Nc1ccc([N+](=O)[O-])cc1
  1.2	-0.6	7	8
O=C(COC(=O)c1cc(=O)[nH]c(=O)[nH]1)NCc1ccccc1
  0.0	0.1	6	-3
CC1CCN(C(=O)Cn2c(SCC(=O)N(C(C)C)C(C)C)nc3ccccc32)CC1
  0.1	2.2	14	6
CC(=O)N(/C=C1\Sc2ccccc2C1=O)c1ccc(C(=O)O)cc1
  0.0	-4.0	-5	13
CC(=O)c1cccc(NC(=O)c2cc3sc(Cl)cc3n2C)c1
  -0.3	0.4	-53	-2
O=C(Nc1cccc(-c2nc3ncccc3o2)c1)c1cc([N+](=O)[O-])ccc1N1CCOCC1
  -0.2	1.3	1	3

# (continued)
# Screens in order: FBW7 act	GPR151 ag	TEAD-YAP inh	MITF primary
CS(=O)(=O)N1CCN(C(=O)c2cc(-c3ccncc3)nc3ccc(Cl)cc23)CC1
  -0.1	3.1	21	-5
O=C(NCCc1ccc(Cl)cc1)C1CCC(=O)N1Cc1ccc(F)cc1 (centres undefined)
  -0.2	-0.1	0	-1
O=C(Nc1ccc(Br)cc1F)C1CCN(S(=O)(=O)c2cnc[nH]2)CC1
  0.0	1.0	0	-5
COc1cc2c(-c3ccccc3Cl)nc3c(c(Cc4ccccc4)nn3-c3ccccc3)c2cc1OC
  0.4	-0.8	-5	5
Cc1nn(C)c(C)c1-c1nc(NCCO)c2ncn(C3CCCCC3)c2n1
  -0.2	-1.0	-11	7
Cc1cccc(C(=O)NCN2CCN(c3ccccc3C#N)CC2)c1
  -0.1&0.3	-0.7&-0.8	9	-10&17
O=C(O)c1ccc(-n2c(O)c(/C=C3\C=c4ccccc4=N3)c(=O)[nH]c2=O)cc1
  -0.3	2.2	14	14
CCOC(=O)C1CCN(C(=O)c2ccc(N3CC4CC(C3)c3cccc(=O)n3C4)c(NC(=O)c3cccnc3)c2)CC1 (centres undefined)
  -0.1	-0.8	12	-1
COc1ccc(C(=O)Nc2c(C(N)=O)oc3ccccc23)cc1OC
  0.0	0.4	15	-7
COc1ccc(C(=O)n2c(=O)oc3ccccc32)cc1
  0.4	-0.7	-9	3
CCCNc1nc(N2CCN(c3ccccn3)CC2)nc2c1ncn2C(C)C
  -0.2	-0.2	-9	8
CCC(=O)N1c2ccc(S(C)(=O)=O)cc2NC(=O)[C@@H]1[C@@H](C)CC
  -0.1	0.0	7	-2
Cc1cc(C)nc(NS(=O)(=O)c2ccc(NC(=O)CSc3nc(C)cc(C)c3C#N)cc2)n1
  -0.1	0.7	0	7
CCCCNC(=O)Cn1c(C)nc2sc3c(c2c1=O)CCCC3
  0.0	1.6	-3	-3
O=C1NCC(c2ccccc2)C1C(=O)N/N=C\c1ccccc1F (centres undefined)
  -0.1	-1.1	5	12
CCn1c(=O)n(CC)c2cc(NC(=O)c3ccccc3[N+](=O)[O-])c(Br)cc21
  -0.1	-0.5	14	6
COc1ccc(NS(=O)(=O)c2ccc3c(c2)CCN3C(=O)CCC(=O)O)cc1OC
  0.2	0.4	11	10
O=C1N[C@@H](Cc2ccc(O)cc2)C(=O)N2CCN(C(=O)c3ccc4ccccc4c3)C[C@H]12
  -0.3	1.4	-9	0
O=C(NCc1ccco1)C1CC2CCCN2C12C(=O)Nc1ccccc12 (centres undefined)
  -0.1	-0.2	1	6
O=C(CSC1=Nc2ccccc2C2=NC(Cc3c[nH]c4ccccc34)C(=O)N12)NCC1CCCO1 (centres undefined)
  0.0	-2.4	2	8
COC(=O)c1ccc(-n2ncc3c2CCCC3)nc1
  0.0	-1.3	-56	4
CCCCOc1ccc(C2=N/C(=C\c3cccc([N+](=O)[O-])c3O)C(=O)O2)cc1
  -0.1	2.2	2	8

# Filtered by structure, the entries above with a CF3 group (2)
# Screens in order: FBW7 act	GPR151 ag	TEAD-YAP inh	MITF primary
CCOC(=O)c1c(NC(=O)C(F)(OC)C(F)(F)F)sc(CC)c1-c1ccccc1 (centres undefined)
  0.2	-0.2	2	5
FC(F)(F)c1cccc(N2N=C(c3ccc(Cl)cc3)CC2c2ccccc2Cl)c1 (centres undefined)
  0.0	-1.9	2	22

# High-throughput results from PubChem BioAssay.

# Outcome played no part in choosing rows. Share with any hit: about 3.4%.
